Source: PubChem (National Center for Advancing Translational Sciences (NCATS))
D1 agonist: Allosteric Agonists of the Human D1 Dopamine Receptor: qHTS; D(1A) dopamine receptor (Homo sapiens), P21728; HEK293 T-REx D1 cells, calcium flux, agonist mode; activation, % at 2 µM; hit rate 1% among 360,000; in the data active = activation above about 30%; note: 0% is about no effect
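Agonism was scored from calcium flux recorded over 180 s (1 read/s) after pintool compound addition, following a 10-cycle baseline. Cells were inducible force-coupled HEK293 TREx D1, plated overnight at 30 C and loaded with no-wash calcium dye.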
TRHR PAM: qHTS for Small Molecule Agonists and Allosteric Enhancers of Human TRH Receptor: Primary Screen for Enhancers. TRHR cells, fluo-8 calcium fluorescence, EC20 TRH enhancement. Thyrotropin-releasing hormone receptor (Homo sapiens), P34981. hit rate 0.66% among 360,000. enhancement, % at 2 µM; in the data active = enhancement above about 30%; note: 0% is about no effect
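Enhancer read-out: after compound pinning and an initial kinetic agonist-mode read, an EC20 of TRH (10 nM final) was injected and fluo-8 calcium signal (Ex 480/Em 530) followed at 1 s/cycle for 100 cycles in TRHR-expressing cells.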
D2 ag: HTS Assay for Allosteric Agonists of the Human D2 Dopamine Receptor: Primary Screen for Agonists | D(2) dopamine receptor (Homo sapiens), P14416 | HEK293 T-REx D2 cells, calcium flux agonist mode | activation, % at 2 µM | hit rate 0.53% among 340,000;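 active = activation over 3 SD above normal in the single-dose calcium agonist read, cut at about 30% in these data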; note: 0% is about no effect
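Tetracycline-induced HEK293 T-REx cells with force-coupled D2 receptor, plated overnight at 30 C, loaded with no-wash calcium dye. After a 10 s baseline, compound was pin-added and calcium flux read kinetically for 180 s; calcium rises flagged agonists.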
D2 antag: HTS Assay for Allosteric Antagonists of the Human D2 Dopamine Receptor: Primary Screen for Antagonists. D(2) dopamine receptor (Homo sapiens), P14416. HEK293 TREx D2 cells, calcium flux, dopamine EC80. inhibition, % at 10 µM. hit rate 2% among 340,000. AID 485344, 2010; in the data active = inhibition above about 30%; note: 0% is about no effect
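Cells plated overnight at 30 C with tetracycline; no-wash calcium dye, 30–90 min RT; 10 s baseline; compound pinned; 180 s read; EC80 dopamine added; another 180 s read.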
RXFP1 agonist: qHTS Assay for Agonists of the Relaxin Receptor RXFP1 | Relaxin receptor 1 (Homo sapiens), Q9HBX9 | HEK293T-RXFP1 cAMP TR-FRET, 30 min; response scale: percent of porcine relaxin response, buffer zero | Potency, µM (series often up to 57.5 µM), for the others: at the highest dose activation, hits mostly activators | hit rate 0.3% among 370,000 | AID 2676, 2010; active = well fitted activation curve with a large enough effect; note: potency is the fitted concentration of half-maximal effect; % is set by controls: 0 for no effect and ±100 for the full control effect; nearly all actives have a fitted effect of over 60% in size; many of its hits are not listed in these tables
Target sequence (Q9HBX9 whole entry, looked up): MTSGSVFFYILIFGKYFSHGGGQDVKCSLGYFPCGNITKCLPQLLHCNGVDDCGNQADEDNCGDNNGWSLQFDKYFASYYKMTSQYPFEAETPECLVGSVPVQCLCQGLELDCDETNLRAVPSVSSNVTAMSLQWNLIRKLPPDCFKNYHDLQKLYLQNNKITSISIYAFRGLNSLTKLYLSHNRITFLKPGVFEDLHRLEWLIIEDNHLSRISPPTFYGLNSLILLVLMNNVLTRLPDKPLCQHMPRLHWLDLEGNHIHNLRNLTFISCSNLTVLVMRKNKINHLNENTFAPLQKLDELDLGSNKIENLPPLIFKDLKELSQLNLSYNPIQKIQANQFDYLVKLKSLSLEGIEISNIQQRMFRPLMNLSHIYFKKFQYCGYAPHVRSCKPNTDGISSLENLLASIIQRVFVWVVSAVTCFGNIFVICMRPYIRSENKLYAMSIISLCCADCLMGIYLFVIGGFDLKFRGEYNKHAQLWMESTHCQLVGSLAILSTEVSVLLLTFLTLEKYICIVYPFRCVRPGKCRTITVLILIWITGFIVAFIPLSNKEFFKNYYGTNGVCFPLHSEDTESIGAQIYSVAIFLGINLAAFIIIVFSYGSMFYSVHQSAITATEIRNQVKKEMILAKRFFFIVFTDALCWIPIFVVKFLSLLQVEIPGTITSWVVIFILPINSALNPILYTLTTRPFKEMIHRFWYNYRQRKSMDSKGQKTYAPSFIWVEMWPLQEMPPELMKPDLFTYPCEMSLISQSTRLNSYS
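Agonist response is measured as cAMP accumulation in an RXFP1-transfected HEK293T line under PDE4 inhibition. Values are scaled between buffer-only and 29 nM porcine relaxin, and EC50s come from standard Hill equation fits.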
D2 PAM: HTS Assay for Positive Allosteric Modulators of the Human D2 Dopamine Receptor: Primary Screen for Potentiators; HEK293 T-REx D2, calcium flux, EC20 dopamine potentiation; hit rate 0.34% among 340,000; D(2) dopamine receptor (Homo sapiens), P14416; AID 485347, 2010; potentiation, % at 10 µM;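 active = potentiation over 3 SD above the plate norm, cut at about 30% in these data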; note: 0% is about no effect
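Tetracycline-induced HEK293 T-REx cells force-coupled to calcium signalling expressed D2; compounds were pin-added after a 10 s baseline, read kinetically 180 s, then an EC20 dopamine challenge followed with a further 180 s calcium read.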
D1 antagonist: Antagonist of Human D 1 Dopamine Receptor: qHTS; D(1A) dopamine receptor (Homo sapiens), P21728; HEK293 TREx D1 cells, calcium flux, dopamine EC80; hits give low values; activity change, negative = inhibition, % at 10 µM; hit rate 3.2% among 360,000; AID 504652, 2011; in the data active = activity change below about -30%; note: % is set by controls: 0 for no effect and ±100 for the full control effect
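HEK293 T-REx cells expressing inducible, force-coupled D1 receptor; no-wash Ca dye, 30–90 min RT. Cmpd → 180 s read at 1 Hz → EC80 DA → 180 s read.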
RXFP1 antag: qHTS Assay for Antagonists of the Relaxin Receptor RXFP1. HEK293-RXFP1, relaxin-stimulated cAMP HTRF, 30 min; hits give low values. activity change, negative = inhibition, % at 57.5 µM. hit rate 0.59% among 350,000. AID 1259400, 2018;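 active = activity change of -60% or lower, but not beyond a set lower limit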; note: % is set by controls: 0 for no effect and ±100 for the full control effect
D1 potentiator: Potentiators of Human D1 Dopamine Receptor: qHTS | D(1A) dopamine receptor (Homo sapiens), P21728 | potentiation, % at 10 µM | AID 504651, 2011 | HEK293 TREx D1 cells, calcium flux, dopamine EC20 potentiation | hit rate 0.036% among 360,000; in the data active = potentiation above about 30%; note: 0% is about no effect
Numbers without * were called inactive; x = no result given; & = joins results of further samples. An excerpt (hit frequency here may not be typical).

Letters: A = D1 agonist; B = TRHR PAM; C = D2 ag; D = D2 antag; E = RXFP1 agonist; F = D2 PAM; G = D1 antagonist; H = RXFP1 antag; I = D1 potentiator
O=C(CC1N=C2c3ccccc3N=C(SCc3ccccc3Cl)N2C1=O)NC1CCCCC1 (configuration not stated)
  A = -0.2	B = -0.2	C = x	D = x	E = 3.8%	F = -16.8	G = 3.6	H = -25.2	I = -0.8
COc1ccc(C2(C)CC(=O)NC2=O)cc1 (configuration not stated)
  A = 4.3	B = 1.7	C = -0.3	D = 5.2	E = 1.6%	F = 3.3	G = 11.9	H = 0.8	I = 17.1
O=C1CC(Sc2ncccc2C(=O)O)C(=O)N1 (configuration not stated)
  A = 2.2	B = 2.3	C = 8.9	D = -0.4	E = -0.8%	F = 7.0	G = 13.1	H = -7.2	I = 5.7
O=[N+]([O-])c1ccccc1S(=O)(=O)N1CCCCC1
  A = 0.1	B = 2.9	C = 0.4	D = 1.4	E = -0.3%	F = -5.5	G = -1.9	H = x	I = -8.4
CCOc1ccc(C2c3c(oc4ccc(C)cc4c3=O)C(=O)N2Cc2ccc3c(c2)OCO3)cc1OC (configuration not stated)
  A = 2.3	B = 7.7	C = -0.1	D = x	E = -10.0%	F = 10.4	G = -6.2	H = -2.7	I = -7.3
Cc1ccc(-c2csc(-c3cc(C)on3)n2)cc1
  A = 2.1	B = -4.3	C = x	D = x	E = 4.1%	F = x	G = -0.6	H = x	I = -0.8
COC(=O)c1cnc(Oc2ccc(NC(=O)NC(=O)c3c(F)cccc3Cl)cc2)cc1C(F)(F)F
  A = 8.7	B = 10.0	C = 6.7	D = -13.6	E = -2.0%	F = 1.9	G = 0.1	H = -16.0	I = -4.0
CCOc1ccc(NS(=O)(=O)c2ccc(NC(=O)N3CCCC3)cc2)cc1
  A = 8.2	B = 1.0	C = 0.0	D = x	E = 0.8%	F = 17.6	G = -12.3	H = -1.6	I = -1.1
Cc1ccc(O)c(NC(=O)c2noc3c2CCCCC3)c1
  A = 1.7&-0.5	B = -0.7&-13.7	C = -1.0&-0.4	D = -32.8	E = -2.0%&0.7%	F = -0.3&-4.8	G = -16.5&18.6	H = -4.3&-1.0	I = -11.2&0.2
CC(=O)c1c(C)oc2ccc(N(C(C)=O)S(=O)(=O)c3cccc4cccnc34)cc12
  A = 1.0	B = 0.1	C = 0.4	D = -12.2	E = 0.5%	F = 0.4	G = 6.4	H = -7.0	I = -2.6
Cc1ccc(-c2nnc(CSc3nc(C)nc4sc(C)c(C)c34)o2)cc1
  A = -0.4	B = 7.4	C = -0.7	D = 12.6	E = 0.4%	F = 13.8	G = 10.0	H = 8.8	I = 9.4
COc1ccc(N2CC(NC(=O)N3CCN(c4ccccc4)CC3)CC2=O)cc1 (configuration not stated)
  A = 1.2	B = 0.1	C = 1.0	D = -5.0	E = 1.0%	F = 4.0	G = 10.4	H = -5.7	I = -1.9
Cc1nc2sc(C(c3ccco3)N3CCOCC3)c(O)n2n1 (configuration not stated)
  A = -1.2	B = -0.8	C = x	D = x	E = -1.4%	F = x	G = 21.7	H = -11.2	I = 2.2
COc1ccc(OC(C)c2nc3ccccc3[nH]2)cc1 (configuration not stated)
  A = 0.0	B = 2.2	C = x	D = x	E = -3.4%	F = 0.7	G = -32.6*	H = 3.7	I = 7.7
COc1ccc(NC(=O)c2cccnc2Cl)c(S(=O)(=O)N2CCOCC2)c1
  A = 3.7	B = 11.3	C = x	D = x	E = 1.1%	F = 16.5	G = -11.2	H = 10.1	I = 1.9
C=CCNC(=O)c1onc(CSc2cccc(OC)c2)c1C(=O)NCC=C
  A = -0.3	B = -3.8	C = 0.8	D = -12.1	E = -1.6%	F = 21.9	G = -49.4*	H = x	I = 0.5
COCC(C)n1c(C)cc(C(=O)Cn2c(=O)oc3ccccc32)c1C (configuration not stated)
  A = 3.8	B = 1.5	C = 0.0	D = 3.0	E = 2.0%	F = -11.9	G = -0.1	H = -6.4	I = -9.1
C=CCc1c(C)nc2cc(-c3ccccc3)[nH]n2c1=O
  A = 2.3	B = -6.2	C = -2.7	D = 7.1	E = -1.0%	F = -11.0	G = -21.2	H = -4.5	I = 5.8
Cc1cc(C)n2nc(C(=O)Nc3ccc4c(c3)OCO4)nc2n1
  A = 2.9	B = 6.1	C = -0.7	D = 0.6	E = 19.1%	F = 7.3	G = -3.2	H = -6.5	I = -2.0
CC(C)[C@H]1C=C(C(=O)O)O[C@@H](OCCCCO)C1
  A = 3.3	B = -6.1	C = -1.3	D = -16.8	E = -1.1%	F = -5.0	G = 2.1	H = x	I = 0.0
CNNC(=S)Nc1cccc(SC)c1
  A = 1.1	B = 7.1	C = -1.0	D = -16.9	E = 3.9%	F = 6.7	G = -1.8	H = -8.8	I = -8.7
Cc1c(C)n(C)c2ccc(C(=O)NCCc3ccco3)cc12
  A = 2.6	B = -9.2	C = 0.1	D = 20.9	E = -2.8%	F = 7.9	G = 1.1	H = -4.5	I = -5.4
COc1ccc(NC(=O)CN2CCCN(S(=O)(=O)c3ccc(F)cc3)CC2)c(OC)c1
  A = 1.2	B = 2.1	C = -0.8	D = -14.6	E = 4.8%	F = 9.8	G = -2.9	H = 13.9	I = -2.5
Cc1cccc(C)c1OCC(O)Cn1ccnc1C (configuration not stated)
  A = 3.5	B = -4.3	C = 1.8	D = -25.6	E = -0.8%	F = -15.6	G = 5.1	H = x	I = x
CC1(C)C(=O)NCCN1C(=O)CCC(=O)O
  A = -0.8	B = 7.0	C = 0.3	D = -17.0	E = 1.1%	F = 32.8*	G = -14.8	H = -1.9	I = -6.0

Quoted from the listing:
Result of `COc1ccc(NC(=O)CN2CCCN(S(=O)(=O)c3ccc(F)cc3)CC2)c(OC)c1` under D1 antagonist: -2.9
Result of `CCOc1ccc(C2c3c(oc4ccc(C)cc4c3=O)C(=O)N2Cc2ccc3c(c2)OCO3)cc1OC` (configuration not stated) under D1 potentiator: -7.3

Following part.
Letters: A = D1 agonist; B = TRHR PAM; C = D2 ag; D = D2 antag; E = RXFP1 agonist; F = D2 PAM; G = D1 antagonist; H = RXFP1 antag; I = D1 potentiator
COc1ccc([N+](=O)[O-])cc1/C=N/NC(=O)Cc1ccccc1
  A = 4.8	B = -3.9	C = -1.1	D = 5.8	E = 3.0%	F = -21.1	G = -9.2	H = 0.4	I = -3.6
COc1ccc(S(=O)(=O)N2CCc3ccccc3C2)cc1OC
  A = 12.2	B = -5.1	C = 0.8	D = 13.2	E = -0.2%	F = -16.4	G = -1.1	H = 12.7	I = -2.0
CCCc1ccc2oc(C(=O)N3CCCC3)c(C)c2c1
  A = 1.8	B = -1.6	C = -3.0	D = -7.3	E = 0.5%	F = -0.3	G = 6.3	H = 0.8	I = 4.2
Cc1ccc(NC(=O)C2CCN(S(=O)(=O)c3cc(-c4noc(C)n4)ccc3C)CC2)c(C)c1
  A = 0.2	B = -8.2	C = 0.1	D = x	E = 1.1%	F = -7.9	G = -20.8	H = -7.2	I = -4.0
CC1(C)CC(NC(=O)c2ccc(Cl)cc2)CC(C)(C)N1
  A = 1.8	B = 20.4	C = x	D = x	E = 3.7%	F = x	G = -0.5	H = -9.3	I = 3.5
COc1ccccc1CCNC(=O)Cn1ccc2cc(S(=O)(=O)N3CCCCC3)ccc21
  A = 5.4	B = -9.0	C = 0.7	D = x	E = 0.2%	F = -3.0	G = -8.8	H = 0.0	I = -0.3
CCCc1cc(=O)oc2c3c(cc(OCC(=O)NCc4ccncc4)c12)OC(C)(C)CC3
  A = -0.4	B = -0.6	C = x	D = x	E = 17.5%	F = x	G = -2.4	H = 14.7	I = -10.9
Cc1ccc(NC(=O)CS(=O)CC(=O)N(CC(=O)NC(C)(C)C)c2cccc(C)c2C)cc1 (configuration not stated)
  A = -0.8	B = -3.0	C = -2.7	D = -22.5	E = -0.3%	F = x	G = -12.5	H = 7.3	I = -3.6
COc1ccc([N+](=O)[O-])cc1/C=N/NC(=O)CNC(=O)c1cccc(F)c1
  A = -1.3	B = 3.5	C = -1.0	D = 13.2	E = -3.0%	F = -14.9	G = -11.3	H = 5.6	I = 1.9
COc1ccc(-c2nnc(SCC(=O)c3cccs3)n2-c2ccc(Cl)cc2)cc1
  A = 7.0	B = -2.8	C = -0.9	D = 8.6	E = 0.8%	F = 16.3	G = 5.9	H = 8.9	I = -1.9
COc1cc2cc(CCCOC(=O)c3ccc(C#N)cc3)oc(=O)c2cc1OC
  A = -0.6	B = 0.1	C = -0.1	D = -3.0	E = 1.0%	F = 5.7	G = x	H = x	I = -2.0
Cc1nc[nH]c(=O)c1Br
  A = 0.7	B = -0.2	C = 1.1	D = 1.8	E = 3.9%	F = -3.3	G = 2.7	H = 2.9	I = -5.5
Cc1cc(NC(=O)COC(=O)c2c(C)nn(-c3ccccc3)c2C)no1
  A = 1.5	B = 1.6	C = 0.4	D = -5.3	E = 0.9%	F = 11.6	G = 19.1	H = -4.8	I = 0.8
COc1ccc(-c2nsc(NC(=O)c3oc4ccc(Cl)cc4c3C)n2)cc1
  A = 0.1	B = -1.2	C = 1.3	D = x	E = -2.5%	F = -1.4	G = -22.3	H = -12.6	I = 2.1
Cc1cccc(-c2nc(CCNC(=O)c3ccco3)cs2)c1
  A = -0.7	B = 1.5	C = 0.6	D = x	E = -0.1%	F = -0.5	G = -3.2	H = -19.8&-3.4	I = -6.5
CCCN(CC(=O)Nc1ccccc1OC)C(=O)c1cc(S(=O)(=O)NCc2ccccc2)ccc1C
  A = 14.9	B = -0.4	C = 0.2	D = -9.9	E = -2.6%	F = -13.4	G = 5.4	H = -0.9	I = -2.8
C/C(=N/Nc1ccnc2cc(Cl)ccc12)c1ccc(O)cc1
  A = 6.0	B = -0.4	C = x	D = x	E = -1.6%	F = -14.9	G = -24.7	H = x	I = -8.1
CCN(CC(=O)Nc1c(F)cccc1F)C(=O)c1nc2nc(C)cc(C)n2n1
  A = 1.5	B = 13.8	C = 0.2	D = -11.1	E = -0.3%	F = 4.4	G = -2.8	H = 3.8	I = 1.4
Cc1ccccc1Nc1c(N)c(=O)oc2ccccc12
  A = 1.8	B = -4.7	C = 0.2	D = -18.9	E = 0.2%	F = 9.9	G = -2.1	H = 11.7	I = -9.7
Cc1ccc(Oc2cc(NC(=O)CCCn3nc(C)c([N+](=O)[O-])c3C)cc([N+](=O)[O-])c2)cc1
  A = 1.1	B = -10.5	C = 2.7	D = 2.7	E = -1.5%	F = -19.6	G = -0.4	H = -2.8	I = 7.8
